GLS inhibitor = blocks human kidney-isoform glutaminase activity. 410,000 compounds, 0.21% hits. O94925. GLS enzymatic activity, qHTS titration. Potency, µM (highest dose often 45.5 µM), for the others: top-dose activity change, negative = inhibition, usual class: inhibitors; further: potency means the concentration at half of the fitted maximal effect; on the % scale 0 is the no-effect control and ±100 the full control effect
Target sequence (O94925 whole entry, looked up, canonical isoform): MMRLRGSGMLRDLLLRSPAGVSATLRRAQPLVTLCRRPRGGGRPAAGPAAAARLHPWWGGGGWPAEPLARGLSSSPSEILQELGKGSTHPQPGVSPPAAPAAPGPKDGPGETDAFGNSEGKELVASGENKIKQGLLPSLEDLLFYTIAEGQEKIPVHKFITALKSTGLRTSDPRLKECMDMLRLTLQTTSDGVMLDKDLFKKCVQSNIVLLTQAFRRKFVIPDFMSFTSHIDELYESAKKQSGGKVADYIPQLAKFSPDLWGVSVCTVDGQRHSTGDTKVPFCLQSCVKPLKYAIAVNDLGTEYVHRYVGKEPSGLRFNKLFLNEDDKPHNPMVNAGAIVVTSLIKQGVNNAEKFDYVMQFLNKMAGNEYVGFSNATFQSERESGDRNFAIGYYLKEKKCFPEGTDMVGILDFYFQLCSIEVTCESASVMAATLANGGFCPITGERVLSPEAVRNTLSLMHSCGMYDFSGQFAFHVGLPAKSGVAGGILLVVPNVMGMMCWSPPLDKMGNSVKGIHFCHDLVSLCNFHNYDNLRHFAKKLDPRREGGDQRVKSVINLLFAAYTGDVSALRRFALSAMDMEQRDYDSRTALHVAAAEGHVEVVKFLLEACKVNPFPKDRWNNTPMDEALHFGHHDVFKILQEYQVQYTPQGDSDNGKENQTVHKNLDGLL
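Read-out is an Amplex red fluorescence increase coupled through glutamate oxidase and HRP, measured before and after 30 min room-temperature incubation. hKGA is in 45 mM KH2PO4 (pH 8.2) with 0.02% Tween-20; glutamine added as 1mM solution.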
G9a block = blocks human histone lysine methyltransferase G9a | Q96KQ7 | G9a H3K9 monomethylation, AlphaScreen, 2 h | Potency, µM (series often up to 102 µM), without a hit: at the highest dose activity, negative = inhibition, most hits filed as inhibitors | 350,000 compounds, 8.8% hits | AID 504332; further: potency means the concentration at half of the fitted maximal effect; on the % scale 0 is the no-effect control and ±100 the full control effect; nearly all actives have a fitted effect of over 75% in size
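Using a bead-based AlphaScreen, monomethylated H3K9 product from 2 h room-temperature reactions (G9a 20 nM, peptide 500 nM, SAM 20 uM) was detected with 0.5 ug/mL rabbit anti-H3K9me1 antibody.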
ERG Ets-DNA blk = inhibitors of human ERG Ets domain-DNA interaction; fluorescence polarization, His-ERG Ets domain / labelled DNA; Potency, µM (highest dose often 76.9 µM), without a hit: at the top dose FP activity, negative = inhibition, most hits filed as inhibitors; 370,000 compounds, 0.028% hits; P11308; AID 624246; active means well fitted inhibition curve with a large enough effect in the polarisation, with a control signal flat; inconclusive means small, poorly fitted or top-dose-only effect, or effect the other way, or a change in a side signal; inactive means no such curve, though single readings can be large or run the other way; the % refers to the polarisation;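 further: polarization taken with two DNA probes labelled with fluorescein and Texas red; potency means the concentration at half of the fitted maximal effect; % of control where 0% means no effect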
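His-tagged ERG Ets domain (1 uM in the protein solution; 300mM KCl, 50mM Tris-HCl, 1mM EDTA, 1mM DTT, pH 7.5) received compound, then a probe mix of 5 nM fluorescein-DNA and 100nM Texas-615-DNA. Fluorescence polarization was read for both dyes.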
PGK inhibitor = T. brucei PGK inhibition; P07378; 380,000 compounds, 0.043% hits; PGK/GAPDH coupled, Kinase-Glo luminescence, 60 min; Potency, µM (doses to about 57.5 µM), for the others: at the top dose activity change, negative = inhibition, hits mostly inhibitors; further: potency means the concentration at half of the fitted maximal effect; on the % scale 0 is the no-effect control and ±100 the full control effect; nearly all actives have a fitted effect of over 60% in size
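Luminescent ATP detection (Kinase-Glo Plus) follows a 60-minute room-temperature incubation, with wells lacking PGK as controls. Buffer: 100 mM TEA (pH 7.6), 5 mM MgCl2, 0.01% Tween-20. Coupling enzyme GAPDH (100 nM final) supplies unstable 1,3-BPG in-well.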
Pin1 inh = blocks the human prolyl isomerase Pin1; Q13526; Potency, µM (series often up to 115 µM), for inactives: at the highest dose activity, negative = inhibition, most hits filed as inhibitors; 390,000 compounds, 0.009% hits; Pin1 FP peptide displacement, HiFluor488, 10 min; active means well fitted inhibition curve with a large enough effect in the polarisation, with a control signal flat, not every such curve was filed as active; inconclusive means small, poorly fitted or top-dose-only effect, or effect the other way, or a change in a side signal; inactive means no such curve, though single readings can be large or run the other way; the % refers to the polarisation; further: potency means the concentration at half of the fitted maximal effect; on the % scale 0 is the no-effect control and ±100 the full control effect
Target sequence (Q13526 whole entry, looked up): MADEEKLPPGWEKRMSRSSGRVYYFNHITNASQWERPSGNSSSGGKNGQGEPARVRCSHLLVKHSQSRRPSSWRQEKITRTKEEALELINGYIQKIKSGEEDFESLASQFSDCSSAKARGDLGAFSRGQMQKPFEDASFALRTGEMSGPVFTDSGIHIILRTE
HP1b binding inh = HP1-beta chromodomain-methylated histone interaction inhibition | P83916 | AlphaScreen HP1-beta / biotin-H3K9me3 peptide binding | Potency, µM (top dose mostly 114 µM), inactives show top-dose activity change, negative = inhibition, most hits filed as inhibitors | 390,000 compounds, 0.56% hits | AID 540317; further: potency means the concentration at half of the fitted maximal effect; nearly all actives have a fitted effect of over 70% in size; inactives centre near 23
Target sequence (P83916 whole entry, looked up): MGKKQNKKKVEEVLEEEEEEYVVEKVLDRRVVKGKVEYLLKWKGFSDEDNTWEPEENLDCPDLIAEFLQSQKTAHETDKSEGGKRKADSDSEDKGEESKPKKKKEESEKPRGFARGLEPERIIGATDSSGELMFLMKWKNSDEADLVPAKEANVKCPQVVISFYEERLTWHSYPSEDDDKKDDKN
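Compound inhibition of the preformed complex between 50 nM HP1-beta and 50 nM biotinylated H3K9me3 peptide was read by AlphaScreen. Buffer was PBS pH 7.4 with 0.01% Tween-20. Incubations ran 30 min at room temperature, with 10 ug/mL donor/acceptor beads.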
PI4K2A block = inhibitors of human PI4K2A; activity change, negative = inhibition, % at 76.9 µM; purified PI4K2A, ADP-Glo luminescence, 1 h; active compounds read low; 420,000 compounds, 0.13% hits; AID 1346378; in the data active means activity change below about -50%; inconclusive means mostly about -30% to -49%;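 further: -100% = wells without enzyme as full effect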
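ADP-Glo luminescence measured ADP generated by PI4K2A enzyme (4 ug/mL before mixing) with 1.2 mM PI substrate (pre-mix) and 300 microM ATP (pre-mix). Tris pH7.5 buffer with MgCl2, Triton X-100; 1 h reaction at ambient temperature.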
BAZ2B inh = blocks human BAZ2B; AlphaScreen BAZ2B-H3K14Ac peptide displacement; Potency, µM (titrated, usually from 114 µM), inactives show top-dose activity change, negative = inhibition, usual class: inhibitors; 360,000 compounds, 4.4% hits; further: potency means the concentration at half of the fitted maximal effect; on the % scale 0 is the no-effect control and ±100 the full control effect; nearly all actives have a fitted effect of over 60% in size
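Complex of BAZ2B and biotin-H3K14Ac (50 nM apiece) forms over 30 min at RT, then faces library compounds up to 110 uM for another 30 min; AlphaScreen beads added, 20 min dark incubation, luminescence read.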
JMJD2A Tudor inh = blocks the human JMJD2A Tudor domain; O75164; AlphaScreen JMJD2A-Tudor / H3K4me3 peptide binding; Potency, µM (series often up to 114 µM), for the others: top-dose activity change, negative = inhibition, hits mostly inhibitors; 390,000 compounds, 4.4% hits; further: potency means the concentration at half of the fitted maximal effect; on the % scale 0 is the no-effect control and ±100 the full control effect; nearly all actives have a fitted effect of over 50% in size
* marks the source's active call; other numbers are inactive results; [ ] = another dose, or the depositor's remark. Unless noted, the call rests on the fitted dose curve; in most records, active means well fitted curve in the direction sought with a large enough effect; inconclusive means small, poorly fitted or top-dose-only effect, or another doubt; inactive means no such curve, though single readings can be large; an effect the other way counts as inactive or inconclusive.

Results for CSc1nc2ccccc2n1Cc1cccc([N+](=O)[O-])c1 ?
GLS inhibitor: 0%; G9a block: 13%[59 µM]; ERG Ets-DNA blk: 2%; PGK inhibitor: -8%; Pin1 inh: -1%; HP1b binding inh: 25%; PI4K2A block: 3; BAZ2B inh: 10%; JMJD2A Tudor inh: 3%

Results for COc1ccc(-c2ccccc2NC(=O)C2CCCN(Cc3ccco3)C2)cc1 (stereo unspecified) ?
GLS inhibitor: -10%; G9a block: 22%; ERG Ets-DNA blk: 15%; PGK inhibitor: -8%; Pin1 inh: 0%; HP1b binding inh: 21%; PI4K2A block: 1; BAZ2B inh: -25%; JMJD2A Tudor inh: -13%

Results for Cc1c(Cl)cccc1NC(=O)CCC(=O)c1cccs1 ?
GLS inhibitor: -20%; G9a block: 8%; ERG Ets-DNA blk: 12%; PGK inhibitor: -3%; Pin1 inh: -5%; HP1b binding inh: 80%[activator]; PI4K2A block: -5; BAZ2B inh: 3%; JMJD2A Tudor inh: -18%

What do the screens show for `COc1cccc(C(=O)NC2CC3CCCC(C2)N3Cc2ccc(C)cc2)c1` (stereo unspecified)?
GLS inhibitor: 4%; G9a block: -3%; ERG Ets-DNA blk: 5%; PGK inhibitor: -2%; Pin1 inh: -4%; HP1b binding inh: 16%; PI4K2A block: 2; BAZ2B inh: -3%; JMJD2A Tudor inh: -26%

What do the screens show for `O=C(O)CCSc1nc2ccc(Br)cc2[nH]1`?
GLS inhibitor: -1%; G9a block: inconclusive; ERG Ets-DNA blk: -11%; PGK inhibitor: -3%; Pin1 inh: 2%; HP1b binding inh: 52%[activator]; PI4K2A block: 1; BAZ2B inh: 18%; JMJD2A Tudor inh: -22%

How did CCc1nnc(NS(=O)(=O)c2ccc(NC(=O)C(c3ccccc3)c3ccccc3)cc2)s1 do in these assays?
GLS inhibitor: -2%; ERG Ets-DNA blk: -5%; PGK inhibitor: -1%; Pin1 inh: inconclusive; HP1b binding inh: 21%; PI4K2A block: 5; JMJD2A Tudor inh: -27%

What do the screens show for `COc1ccc(OC)c(NC(=O)C(=O)/C=C(\O)c2cc(OC)ccc2OC)c1`?
GLS inhibitor: 7%; G9a block: 0%; ERG Ets-DNA blk: -13%; PGK inhibitor: inactive; Pin1 inh: 1%; HP1b binding inh: 15%; PI4K2A block: -5; BAZ2B inh: -7%; JMJD2A Tudor inh: -34%

How did NC(Cc1ccccc1)C(=O)N1CCCCC1 (stereo unspecified) do in these assays?
GLS inhibitor: 16%; G9a block: 8%; ERG Ets-DNA blk: 0%; PGK inhibitor: 6%; Pin1 inh: -4%; HP1b binding inh: 54%[activator]; PI4K2A block: 2; BAZ2B inh: 3%; JMJD2A Tudor inh: inconclusive

What do the screens show for `COc1ccc(NC(=O)CC(C(=O)O)N2CCCCC2)cc1` (stereo unspecified)?
GLS inhibitor: 11%; G9a block: 6%[59 µM]; ERG Ets-DNA blk: 3%; PGK inhibitor: -10%; Pin1 inh: -8%; HP1b binding inh: 31%; PI4K2A block: 0; BAZ2B inh: 6%; JMJD2A Tudor inh: -15%

What do the screens show for `COC(=O)c1ccc(COc2ncnc3ccccc23)o1`?
GLS inhibitor: -5%; G9a block: 14%[59 µM]; ERG Ets-DNA blk: -2%; PGK inhibitor: inactive; Pin1 inh: 3%; HP1b binding inh: 29%; PI4K2A block: -12; BAZ2B inh: 0%; JMJD2A Tudor inh: -2%

How did O=C(OCC(=O)c1c[nH]c2ccccc12)c1cc(Br)ccc1O do in these assays?
GLS inhibitor: 0%; G9a block: 2%[59 µM]; ERG Ets-DNA blk: 2%; PGK inhibitor: inactive; Pin1 inh: 2%; HP1b binding inh: 37%[activator]; PI4K2A block: 4; BAZ2B inh: -10%; JMJD2A Tudor inh: -9%

What do the screens show for `COc1ccc(C(=O)Nc2ccc(S(=O)(=O)Nc3nccc(C)n3)cc2)cc1[N+](=O)[O-]`?
GLS inhibitor: 2%; ERG Ets-DNA blk: 82%[activator]; PGK inhibitor: 1%; Pin1 inh: -1%; HP1b binding inh: 64%[activator]; PI4K2A block: 1; BAZ2B inh: 0%; JMJD2A Tudor inh: -2%

How did COc1ccc(-c2cc(C(F)(F)F)n3nc(C(=O)O)cc3n2)cc1OC do in these assays?
GLS inhibitor: -6%; G9a block: 15%[59 µM]; ERG Ets-DNA blk: -22%; PGK inhibitor: -6%; Pin1 inh: 0%; HP1b binding inh: 21%; PI4K2A block: -4; BAZ2B inh: inconclusive; JMJD2A Tudor inh: -16%

What do the screens show for `O=C(c1cc2cc(Cl)ccc2oc1=O)N1CCN(c2ccccn2)CC1`?
GLS inhibitor: -4%; ERG Ets-DNA blk: -7%; PGK inhibitor: -10%; Pin1 inh: 3%; HP1b binding inh: 37%; PI4K2A block: 4; BAZ2B inh: 22%; JMJD2A Tudor inh: 4%

How did CN(C)c1ccc(N=Nc2ccc3ncccc3c2)cc1 do in these assays?
GLS inhibitor: 2%; ERG Ets-DNA blk: -18%; PGK inhibitor: -5%; Pin1 inh: -1%; HP1b binding inh: inconclusive; PI4K2A block: -4; JMJD2A Tudor inh: 3.2µM*

Reprinted from the part before: 2 entries; new compounds follow.
What do the screens show for `O=C(c1cc2cc(Cl)ccc2oc1=O)N1CCN(c2ccccn2)CC1`?
GLS inhibitor: -4%; ERG Ets-DNA blk: -7%; PGK inhibitor: -10%; Pin1 inh: 3%; HP1b binding inh: 37%; PI4K2A block: 4; BAZ2B inh: 22%; JMJD2A Tudor inh: 4%

How did CN(C)c1ccc(N=Nc2ccc3ncccc3c2)cc1 do in these assays?
GLS inhibitor: 2%; ERG Ets-DNA blk: -18%; PGK inhibitor: -5%; Pin1 inh: -1%; HP1b binding inh: inconclusive; PI4K2A block: -4; JMJD2A Tudor inh: 3.2µM*

How did O=C(c1ccc(S(=O)(=O)N2CCCC2)cc1)N1CCN(S(=O)(=O)c2cccc(F)c2)CC1 do in these assays?
GLS inhibitor: 2%; G9a block: 29%; ERG Ets-DNA blk: 1%; PGK inhibitor: inactive; Pin1 inh: -3%; HP1b binding inh: 3%; PI4K2A block: 6; BAZ2B inh: -1%; JMJD2A Tudor inh: -2%

What do the screens show for `Cc1[nH]c(C)c(S(=O)(=O)N2CCCCC2)c1C(=O)N1CCCCC1`?
GLS inhibitor: 0%; G9a block: 17%[59 µM]; ERG Ets-DNA blk: 12%; PGK inhibitor: 5%; Pin1 inh: -3%; HP1b binding inh: 51%[activator]; PI4K2A block: 7; BAZ2B inh: -11%; JMJD2A Tudor inh: -15%

Results for COCCCNC(=O)c1cc2c(=O)n3cccc(C)c3nc2n(C(C)C)c1=N ?
GLS inhibitor: 0%; G9a block: -4%[12.7 µM]; ERG Ets-DNA blk: -4%; PGK inhibitor: 4%; Pin1 inh: -1%; HP1b binding inh: 37%; PI4K2A block: 2; BAZ2B inh: 0%; JMJD2A Tudor inh: -25%

How did CC1CCCC(NC(=O)C2CCC(CNc3c(N4CCCCC4)c(=O)c3=O)CC2)C1C (stereo unspecified) do in these assays?
GLS inhibitor: 81%[activator]; G9a block: -48%; ERG Ets-DNA blk: -6%; PGK inhibitor: 3%; Pin1 inh: 0%; HP1b binding inh: 30%; PI4K2A block: 0; BAZ2B inh: 1%; JMJD2A Tudor inh: -4%

What do the screens show for `COc1ccnc(Oc2ccc(Cl)cc2)c1C#N`?
GLS inhibitor: 0%; G9a block: -2%; ERG Ets-DNA blk: 7%; PGK inhibitor: 5%; Pin1 inh: 10%; HP1b binding inh: 45%[activator]; PI4K2A block: 7; BAZ2B inh: -13%; JMJD2A Tudor inh: -2%

Results for O=C(CCn1c(=S)oc2ccccc21)N1CCCCC1 ?
GLS inhibitor: -15%; G9a block: -5%; ERG Ets-DNA blk: 6%; PGK inhibitor: 2%; Pin1 inh: 0%; HP1b binding inh: 34%[activator]; PI4K2A block: 4; BAZ2B inh: 3%; JMJD2A Tudor inh: 14%

Results for CCCCn1c(=NC(=O)c2cccnc2)c(C#N)cc2c(=O)n3cccc(C)c3nc21 ?
GLS inhibitor: -1%; G9a block: -5%; ERG Ets-DNA blk: 4%; PGK inhibitor: -2%; Pin1 inh: -21%; HP1b binding inh: 41%[activator]; PI4K2A block: -3; BAZ2B inh: 5%; JMJD2A Tudor inh: -8%

What do the screens show for `COc1cc(OC)cc(C(=O)NCC(=O)NC(C)CCc2ccccc2)c1` (stereo unspecified)?
GLS inhibitor: -1%; G9a block: 44%[activator]; ERG Ets-DNA blk: 8%; PGK inhibitor: 1%; Pin1 inh: -4%; HP1b binding inh: 21%; PI4K2A block: 1; BAZ2B inh: -34%; JMJD2A Tudor inh: -15%

Results for CCCn1c(C)nc2cc(Cl)c(N3CCN(c4nc(-c5ccc(C)cc5)cs4)CC3)cc21 ?
GLS inhibitor: 1%; ERG Ets-DNA blk: -3%; PGK inhibitor: -2%; Pin1 inh: 22%; HP1b binding inh: -4%; PI4K2A block: -4; BAZ2B inh: -4%; JMJD2A Tudor inh: -31%

How did O=C(c1ccc2c(c1)OCO2)N1CCC(Cc2ccccc2)CC1 do in these assays?
GLS inhibitor: -7%; ERG Ets-DNA blk: inconclusive; PGK inhibitor: -5%; Pin1 inh: 7%; HP1b binding inh: 21%; PI4K2A block: -3; BAZ2B inh: 5%; JMJD2A Tudor inh: -6%

Source: PubChem BioAssay (National Center for Advancing Translational Sciences (NCATS))

Rows are unselected; about 11% have a hit in one of these screens.
